# High-throughput results as filed in PubChem.
# NPR2 activator – GC-B (human) receptor activation; P20594; HEK293-GC-B cells, CNP EC30, cGMP TR-FRET; 0% at EC30 CNP, 100% saturating CNP; activation, % at 10 µM; 370,000 tested, 0.11% active; AID 1920062;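 active = activation at 10 µM reaching about 35% in either raw or pattern-adjusted values, limit read from the data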
# hcDAF12 agonist – H. contortus DAF-12 activation, primary screen; 370,000 tested, 1.4% active; activation, % at 6.8 µM; HEK293 hcDAF-12 lit1-tk-luc reporter, luminescence; 0% DMSO, 100% Δ7-dafachronic acid; AID 652067;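 active = activation above the mean of all tested compounds plus 3 SD, cut at about 5.5% in these data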;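 also: 100% = response to 3 µM Δ7-dafachronic acid high control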
# ADAM10 inh – inhibits human ADAM10; inhibition, % at 7 µM; recombinant ADAM10, EDANS/DABCYL FRET peptide cleavage, 3 h; 370,000 tested, 0.62% active;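 active = inhibition above a per-campaign cutoff equal to the mean of compounds falling between control-based bounds plus 3 SD, cut at about 20% in these data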;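 also: 0% = DMSO wells while the 100% control is not disclosed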
# hgDAF-12 ag – agonists of H. glycines DAF-12 nuclear receptor | activation, % at 6.8 µM | AID 687014 | HEK293 GAL4-hgDAF12 UAS-luciferase reporter, agonist luminescence; normalized to butyrate control | 370,000 tested, 1.8% active;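 active = activation above a cutoff set at the mean of all screened compounds plus 3 SD, cut at about 10% in these data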;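 also: 0% = DMSO wells and 100% = sodium butyrate wells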
# GAA850 FXN act – frataxin GAA850 promoter activation; 360,000 tested, 0.56% active; AID 540364; HEK293 lucGAA850 FXN promoter luciferase reporter, 24 h; percent of 10 µM SAHA response; activation, % at 6 µM;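 active = activation above the average of all compounds screened plus 3 SD, cutoff fixed separately per campaign, cut at about 7.5% in these data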;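 also: 0% = DMSO wells and 100% = 10 µM SAHA wells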
# DAX1 inh-1 – blocks DAX1 repression of SF-1 activated StAR promoter; AID 652010; inhibition, % at 6.8 µM; HEK293T StAR-luciferase reporter, SF-1/DAX-1 repression relief; 370,000 tested, 1.1% active;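 active = inhibition above the mean over all tested compounds plus 3 SD, cut at about 3.6% in these data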;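 also: 0% = DAX-1 cells with DMSO and 100% = cells lacking DAX-1 with DMSO; higher inhibition means more luminescence from relief of DAX-1 repression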
# DAX1 inh-2 – NR0B1 (DAX1) inhibition. HEK293 Gal4-DAX1 luciferase reporter, luminescence. 340,000 tested, 0.99% active. P51843. inhibition, % at 6.75 µM. AID 504766;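 active = inhibition above the mean over all tested compounds plus 3 SD, cut at about 4.2% in these data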;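 also: 0% = DAX1-transfected cells with DMSO and 100% = empty-vector control cells with DMSO; inhibition shows as a rise in luminescence from relieved DAX1 repression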
# GC-A act – GC-A (human) enzyme activation; HEK293 GC-A cells, cGMP TR-FRET, EC30 ANP; 0% at EC30 ANP, 100% saturating ANP; activation, % at 10 µM; P16066; 370,000 tested, 0.14% active; in the data active = activation above about 40%
# Target sequence (P16066 whole entry, looked up): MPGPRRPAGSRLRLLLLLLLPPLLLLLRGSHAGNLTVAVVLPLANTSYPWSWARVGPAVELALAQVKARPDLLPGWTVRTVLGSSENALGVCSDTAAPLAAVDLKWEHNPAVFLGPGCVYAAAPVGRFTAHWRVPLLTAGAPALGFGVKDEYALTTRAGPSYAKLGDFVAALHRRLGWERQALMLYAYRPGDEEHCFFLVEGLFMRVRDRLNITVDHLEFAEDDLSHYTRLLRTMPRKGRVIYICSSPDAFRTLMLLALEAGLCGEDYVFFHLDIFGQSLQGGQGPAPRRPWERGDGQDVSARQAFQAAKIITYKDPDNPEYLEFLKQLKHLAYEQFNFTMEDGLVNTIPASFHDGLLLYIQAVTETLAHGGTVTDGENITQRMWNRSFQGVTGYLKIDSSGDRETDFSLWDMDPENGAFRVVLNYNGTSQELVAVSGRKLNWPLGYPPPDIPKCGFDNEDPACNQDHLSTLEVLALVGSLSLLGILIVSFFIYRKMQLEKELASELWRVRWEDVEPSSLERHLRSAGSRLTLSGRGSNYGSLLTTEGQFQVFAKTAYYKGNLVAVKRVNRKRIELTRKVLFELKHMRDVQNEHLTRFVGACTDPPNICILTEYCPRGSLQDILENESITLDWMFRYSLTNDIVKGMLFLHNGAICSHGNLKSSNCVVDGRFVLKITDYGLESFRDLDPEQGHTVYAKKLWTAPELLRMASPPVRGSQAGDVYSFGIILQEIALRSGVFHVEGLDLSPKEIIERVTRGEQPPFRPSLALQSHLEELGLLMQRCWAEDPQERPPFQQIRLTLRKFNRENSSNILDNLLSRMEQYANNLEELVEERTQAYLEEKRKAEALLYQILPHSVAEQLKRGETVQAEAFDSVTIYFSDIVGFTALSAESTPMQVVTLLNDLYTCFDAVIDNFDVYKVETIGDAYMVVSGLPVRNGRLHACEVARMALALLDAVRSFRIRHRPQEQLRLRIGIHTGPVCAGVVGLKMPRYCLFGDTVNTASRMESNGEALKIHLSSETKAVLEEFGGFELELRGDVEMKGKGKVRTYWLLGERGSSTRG
# SMARCA2 activ – activators of SMARCA2 function; AID 652017; activation, % at 9.1 µM; MG213 cells, MMTV-luciferase reporter, dexamethasone, overnight; 370,000 tested, 1% active; in the data active = activation above about 7.8%;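 also: 0% = vehicle wells and 100% = reference activator wells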
# ssDAF-12 act – activates DAF-12 receptor from parasite S. stercoralis. AID 652126. 370,000 tested, 1% active. HEK293 ssDAF-12/GRIP1 lit1-tk-luc reporter, luminescence; % of 3 µM dafachronic acid response. activation, % at 6.8 µM;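 active = activation above the mean over all tested compounds plus 3 SD, cut at about 0.9% in these data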;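 also: 0% = DMSO-only wells and 100% = 3 µM delta7-dafachronic acid wells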
# HGIII-sPLA2 inh – Blocks human group III sPLA2 activity. 370,000 tested, 0.56% active. inhibition, % at 12.2 µM. AID 743126. QFRET BODIPY PC-A2 liposome hydrolysis, fluorescence;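 active = inhibition above mean plus 3 SD of compounds lying within the high and low control bounds, cut at about 19% in these data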;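 also: 0% = median of test compound wells and 100% = no enzyme DMSO wells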
# An asterisk follows results filed as active; i = inactive; / = no result given.
Structure,NPR2 activator,ssDAF-12 act,hgDAF-12 ag,SMARCA2 activ,GC-A act,DAX1 inh-2,ADAM10 inh,hcDAF12 agonist,GAA850 FXN act,HGIII-sPLA2 inh,DAX1 inh-1
Cc1ccc(NC(=O)CSc2nnc(C)c(=O)[nH]2)cc1C,1,-0.2,-1.0,0,3,-0.1,-3,-1.0,0.6,4,-0.2
Cn1c(O)c(C2=c3ccccc3=NC2=O)sc1=Nc1ccc(Cl)cc1,-6,-0.7,-0.2,6,24,-1.5,11,3.3,3.2,2,1.1
CCN1CCN(c2cc(C)c3cc(NC(=S)NCc4cccs4)ccc3n2)CC1,-1,-0.9,-0.8,0,5,-0.2,-74,-1.1,0.9,-11,-0.8
Cc1ccc(N(CC(=O)NC(C)C)C(=O)CCC(=O)Nc2nccs2)cc1,3,-0.4,0.2,-4,3,2.1,13,0.5,1.0,6,0.2
CCOc1ccc(N(C)S(=O)(=O)c2cc(-c3cc(C)no3)ccc2C(C)C)cc1,3,-1.8,-3.5,-3,-3,-0.4,13,-2.8,6.8,-11,-4.4
Cc1c(NC(=O)C2Cc3ccccc3CN2C(=O)c2ccco2)c(=O)n(-c2ccccc2)n1C (configuration not stated),1,-0.7,0.2,3,5,-0.7,10,-1.3,-0.5,6,0.4
Cc1cc(CNC(=O)c2cccc([N+](=O)[O-])c2C)c2ccccc2n1,-4,-2.6,-8.3,-8,0,-1.8,-8,-4.8,-3.5,3,-3.1
CC1CCCCC1NC(=O)COc1ncnc2sccc12 (configuration not stated),4,-0.6,-0.1,-1,1,-0.6,-10,0.9,1.1,4,-2.0
COc1ccc2c(c1)CC/C(=C\c1ccc(C)o1)C2=O,0,-1.3,6.8,11*,-2,4.9*,-108,2.7,3.3,-19,2.2
CCOc1ccc(NC(=O)CN2C(=O)S/C(=C/c3cccn3C)C2=O)cc1,-2,-1.1,-0.3,-5,0,-0.7,-3,-0.3,2.7,1,-0.4
Nc1ccc(-c2nnc(-c3ccccc3)o2)cc1,1,-0.7,10*,3,7,4.4*,-66,3.0,1.5,1,1.7
COC(=O)c1cc(S(=O)(=O)Nc2nn(C)c3ccccc23)oc1C,4,-1.2,0.9,-4,-2,0.8,-1,0.4,0.5,0,0.8
CC(C)N1CCc2c(sc(NC(=O)c3ccco3)c2C(N)=O)C1,-3,-1.4,0.7,1,-1,0.3,-29,-0.1,2.1,1,1.5
Cc1ccc(CN(C(=O)COc2ccc([N+](=O)[O-])cc2)C2CCS(=O)(=O)C2)o1 (configuration not stated),-1,-1.2,-0.3,-2,2,0.1,2,-2.8,-0.1,-1,-0.4
O=C(Nc1ncc2c(n1)-c1ccccc1OC2)c1ccc(F)cc1,3,-0.4,-2.8,1,-3,-0.6,i,0.4,-2.4,-5,0.7
Cc1ccc(O)c(CNc2ccccn2)c1,1,-0.7,2.1,1,0,1.6,-5,-1.0,3.4,-5,-0.3
COc1ccc(N/C=C/C(=O)c2ccccc2)cc1,6,1.0*,12*,5,3,-3.0,6,5.4,-0.6,-17,4.4*
CN1CCN(c2ccc(CNC(=O)C3Cc4c(-c5ccc6c(c5)OCO6)ccnc4O3)cc2)CC1 (configuration not stated),5,-1.2,-0.1,-5,0,/,-44,-1.8,0.5,15,-0.9
CC(=O)NC12CC3CC(C1)CC(C(=O)N(C)CC(=O)Nc1cccc(F)c1)(C3)C2,4,-1.3,0.3,-4,-2,0.0,-6,-1.3,0.8,0,-0.1
CN(Cc1ccccc1)C(=O)CCCn1c(=O)[nH]c2cc(Cl)ccc2c1=O,-5,-0.4,2.6,0,-4,2.4,-3,-0.5,-1.3,2,0.9
Cc1ccc(OCc2cn3cccnc3n2)cc1,7,-0.2,9.5,5,-1,0.3,-8,3.2,4.6,-1,2.1
CCC1(c2ccc(Cl)cc2)NC(=O)N(CC(=O)N2CCN(C(=O)c3ccco3)CC2)C1=O (configuration not stated),0,-0.8,-2.7,-3,-3,-1.4,0,-1.7,-1.9,-10,0.2
CCC1S/C(=N\S(=O)(=O)c2cccs2)N(C2CCCCC2)C1=O (configuration not stated),-8,-1.3,-2.5,0,-4,0.3,0,-1.6,3.5,-63,0.0
CCCOc1ccc(C(=O)NNC(=S)NC(=O)c2ccccc2)cc1,6,-0.8,-0.1,-1,7,-1.6,7,1.2,-0.5,20*,-0.5

# Full records from above.
# Entry for `CC1CCCCC1NC(=O)COc1ncnc2sccc12` (configuration not stated) : NPR2 activator: 4; ssDAF-12 act: -0.6; hgDAF-12 ag: -0.1; SMARCA2 activ: -1; GC-A act: 1; DAX1 inh-2: -0.6; ADAM10 inh: -10; hcDAF12 agonist: 0.9; GAA850 FXN act: 1.1; HGIII-sPLA2 inh: 4; DAX1 inh-1: -2.0
# Entry for `Cc1cc(CNC(=O)c2cccc([N+](=O)[O-])c2C)c2ccccc2n1` : NPR2 activator: -4; ssDAF-12 act: -2.6; hgDAF-12 ag: -8.3; SMARCA2 activ: -8; GC-A act: 0; DAX1 inh-2: -1.8; ADAM10 inh: -8; hcDAF12 agonist: -4.8; GAA850 FXN act: -3.5; HGIII-sPLA2 inh: 3; DAX1 inh-1: -3.1

# Remaining list, next part
Structure,NPR2 activator,ssDAF-12 act,hgDAF-12 ag,SMARCA2 activ,GC-A act,DAX1 inh-2,ADAM10 inh,hcDAF12 agonist,GAA850 FXN act,HGIII-sPLA2 inh,DAX1 inh-1
CCOC(=O)/C(C#N)=C/c1ccc(N2CCCCC2)cc1,3,-0.2,9.7,1,2,2.0,5,2.9,6.6,3,1.0
N#Cc1ccc(N2CCOCC2)c([N+](=O)[O-])c1,1,-1.5,-2.2,-4,0,3.0,-4,-1.8,1.7,11,0.4
CC1=NNC(=O)C1CCC(=O)N/N=C(\C)c1ccccc1 (configuration not stated),0,-0.8,1.9,1,0,-0.8,-6,0.1,3.2,-3,-0.1
CCCN1CCC(NC(=O)C2CCN(C(C)=O)CC2)CC1,5,-0.6,-1.5,2,1,0.1,8,0.3,1.5,0,0.3
O=C(NC(c1ccc(F)cc1)c1cnccn1)C1CCN(CCOc2ccc(Cl)cc2Cl)CC1 (configuration not stated),1,-1.4,-2.3,-3,0,/,-3,-1.8,1.3,-14,-0.1
COc1ccc(N(C(=O)Cn2nnc(-c3ccccc3F)n2)C(C(=O)NCC2CCCO2)c2ccc(Cl)cc2)cc1 (configuration not stated),-15,-1.9,-0.7,-4,-9,3.1,2,0.6,1.0,-2,-0.4
COc1ccc2c(c1)[C@]1(C(=O)N2C)C2=C(CCCC2=O)Oc2cc(C)oc(=O)c21,4,-0.8,0.3,0,0,/,2,-1.8,/,-2,-0.9
Cc1ccccc1CN1CCSc2sccc2C1=O,2,-1.3,-2.1,-5,-2,-1.6,-8,-1.5,-0.8,-1,0.8
Cc1nc(-c2ccccc2)sc1-c1n[nH]c(=S)n1C,-9,0.1,1.1,-1,-5,0.3,-8,0.9,2.7,14,0.3
CC1CCCN(C(=O)c2cc(-c3cccs3)nc3ccccc23)C1 (configuration not stated),-3,-0.4,-4.7,-1,-2,-0.1,i,-0.6,0.4,-8,-2.5
Nc1nc(-c2ccc(Cl)cc2)cc(C(F)(F)F)n1,3,-1.2,0.8,-2,3,0.1,-11,-2.2,2.3,6,-0.7
Nc1cccc(Oc2ccc3c(c2)C(=O)N(CC2CCCO2)C3=O)c1 (configuration not stated),-2,-0.7,11*,2,0,2.4,9,3.7,3.2,15,0.2
COc1ccccc1OCC(=O)Nc1ccc2c(c1)OCCO2,1,-0.1,4.3,2,-1,1.1,-1,1.0,1.8,2,0.7
CN(CC(=O)Nc1ccccc1Br)C(=O)c1sccc1-c1ccccc1,-1,-2.1,-3.0,-4,-2,0.4,-18,-0.2,1.0,12,-0.7
C[C@H](NC(=O)N1CCn2c1nc1ccccc12)C(=O)NCc1ccc(F)cc1,3,-0.6,1.7,3,-1,0.1,-11,-3.5,-0.8,0,-2.2
Cn1ccc(NC(=O)Nc2ccc(Cl)cc2)n1,0,-1.5,3.6,3,-2,-0.4,2,-0.2,0.4,5,-0.2
COc1cc(C)c(S(=O)(=O)N2CCOCC2)c(C)c1C,-5,-1.5,-1.4,4,-3,-0.6,-3,-1.5,3.1,-1,0.1
O=C(Nc1nnc(C2CC2)o1)c1ccc(S(=O)(=O)N2CCCc3ccccc32)cc1,-1,-1.2,-1.5,-3,-2,0.1,19,-0.1,-3.5,-11,-2.1
Cc1ccc2[nH]c(=O)c(CN3CCCCC3)c(-c3ccccc3)c2c1,-4,-0.9,-2.5,4,0,-0.3,-36,-1.0,1.2,-9,-0.4
OCCN(CC(O)COc1ccccc1)CC(O)Cn1ccc2ccccc21 (configuration not stated),6,-0.8,-0.6,-4,-7,-0.5,-2,3.1,0.8,-6,-1.0
CCN1C(=NCCOC)N[C@@H](CCc2ccccc2)[C@H](C(=O)OC)[C@H]1C,2,-0.2,-1.1,0,0,1.6,-4,-2.5,1.7,7,0.3
Cc1nn(CC(=O)NCCc2ccccc2)c(=O)c2ccccc12,-1,-0.9,-1.2,-2,6,1.2,-2,-0.5,-1.0,-2,0.4
O=C(C(=O)N1CCN(c2ccccc2)CC1)c1ccccc1,3,-0.8,-0.4,0,1,/,-4,-1.3,/,0,0.3
CCCCOC(=O)c1ccc(NC(=O)CSCc2n[nH]c(=O)[nH]2)cc1,-12,-1.4,0.2,-2,3,0.7,-5,-0.3,-1.4,-1,-0.3
COc1ccc(CN=C(C)c2c(C(F)(F)F)[nH]n(-c3nc4ccccc4s3)c2=O)cc1,-1,-1.0,2.8,0,-3,0.4,-6,-1.4,-1.6,3,-0.9
C=C(C)C(=O)Nc1cccc(C2=NOC3(C2)C[C@@H](C(N)=O)N(C(=O)CCCCC)C3)c1 (some centres not stated),-2,-0.8,-1.9,1,0,-0.5,-2,-1.6,/,-1,-0.6
Cc1ccsc1C(=O)N1CCCC(CCC(=O)N2CCN(c3ccccn3)CC2)C1 (configuration not stated),1,-1.9,-0.7,0,-1,1.0,-15,-2.5,2.4,1,-1.2
CCCCC(=O)NCCc1ccc(S(N)(=O)=O)cc1,-3,-1.5,4.0,-1,0,0.3,-8,0.0,1.5,4,0.4
CCOc1cc(C(=O)OC(C)C(=O)Nc2ncc(Cl)cc2Cl)ccc1OCC(=O)N1CCOCC1 (configuration not stated),-6,-0.9,-0.1,-2,-4,0.0,3,0.6,1.3,-4,0.2

# Some of these compounds in order of length of the SMILES, lowest first:
Structure,NPR2 activator,ssDAF-12 act,hgDAF-12 ag,SMARCA2 activ,GC-A act,DAX1 inh-2,ADAM10 inh,hcDAF12 agonist,GAA850 FXN act,HGIII-sPLA2 inh,DAX1 inh-1
CCCCOC(=O)c1ccc(NC(=O)CSCc2n[nH]c(=O)[nH]2)cc1,-12,-1.4,0.2,-2,3,0.7,-5,-0.3,-1.4,-1,-0.3
COc1ccc(CN=C(C)c2c(C(F)(F)F)[nH]n(-c3nc4ccccc4s3)c2=O)cc1,-1,-1.0,2.8,0,-3,0.4,-6,-1.4,-1.6,3,-0.9
CCOc1cc(C(=O)OC(C)C(=O)Nc2ncc(Cl)cc2Cl)ccc1OCC(=O)N1CCOCC1 (configuration not stated),-6,-0.9,-0.1,-2,-4,0.0,3,0.6,1.3,-4,0.2
